GALK inhibitor: qHTS Assay for Inhibitors of Human Galactokinase (GALK); P51570; Purified GALK, Kinase-Glo residual ATP luminescence; Potency, µM (highest dose often 57.5 µM), without a hit: at the top dose activity change, negative = inhibition, usual class: inhibitors; actives 0.007% (n = 270,000); further: potency means the concentration at half of the fitted maximal effect; on the % scale 0 is the no-effect control and ±100 the full control effect
Target sequence (P51570 whole entry, looked up): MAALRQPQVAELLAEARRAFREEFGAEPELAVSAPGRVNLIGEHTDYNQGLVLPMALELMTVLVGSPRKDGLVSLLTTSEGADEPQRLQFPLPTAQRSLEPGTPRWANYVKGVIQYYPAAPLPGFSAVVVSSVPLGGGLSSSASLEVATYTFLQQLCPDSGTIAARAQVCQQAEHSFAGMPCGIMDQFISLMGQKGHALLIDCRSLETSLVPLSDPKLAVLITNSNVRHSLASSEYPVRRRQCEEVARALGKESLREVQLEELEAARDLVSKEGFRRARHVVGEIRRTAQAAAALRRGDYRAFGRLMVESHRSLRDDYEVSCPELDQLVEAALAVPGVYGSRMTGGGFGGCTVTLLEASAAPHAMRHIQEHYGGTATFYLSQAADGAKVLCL
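Kinase-Glo Plus luminescence measured ATP left after a 1 h room-temperature reaction. The reaction used 5 nM GALK, 100 uM galactose and 35 uM ATP at pH 8.0 (20 mM HEPES, 5 mM MgCl2, 60 mM NaCl, 1 mM DTT, 0.01% BSA).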
BCR signal inh: qHTS Assay to Find Inhibitors of Chronic Active B-Cell Receptor Signaling; Potency, µM (highest dose often 46.1 µM), for the others: at the highest dose ratio change, negative = lower green/red ratio, most hits filed as inhibitors; actives 0.05% (n = 340,000); ABC-DLBCL IkBa-CBG/CBR reporter, luminescence ratio, 4 h; active means well fitted inhibition curve with a large enough effect in the signal ratio, with a control signal flat, not every such curve was filed as active; inconclusive means small, poorly fitted or top-dose-only effect, or effect the other way, or a change in a side signal; the % refers to the signal ratio;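 further: potency means the concentration at half of the fitted maximal effect; plate controls were basal doxycycline-induced cells for no effect and cells given 10 µM MG132 for full effect; MG132 reads +100%, hits lower the ratio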
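Cell line TMD8 (human ABC DLBCL), stably expressing tet-inducible CBG68-IkBa fusion and CBR; IMDM/0.5% FBS; cpd up to 46 uM; dox induction, 4 h, 37C/5% CO2; dual luminescence; green/red ratio; MG132 control.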
TSHR antag: Antagonists of the Thyroid Stimulating Hormone Receptor: HTS campaign; Thyrotropin receptor (Homo sapiens), P16473; TSHR-expressing cells, TSH-stimulated cAMP HTRF, 2 h; active compounds read low; activity change, negative = inhibition, % at 11.5 µM; actives 0.2% (n = 330,000); AID 504810, 2011;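 active means activity change below a set negative limit, meaning inhibition stronger than a set level, cut at about -70% in these data; inconclusive means activity change between two set negative limits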; further: on the % scale 0 is the no-effect control and ±100 the full control effect
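Antagonism was scored as loss of TSH-driven cAMP in TSHR cells, stimulated with 4nM TSH (EC80) for 2 hours at 37 deg C and detected by homogeneous HTRF competition immunoassay.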
Tb PFK block: qHTS Assay to Find Inhibitors of T. brucei phosphofructokinase; actives 0.17% (n = 330,000); Potency, µM (top dose mostly 57.5 µM), inactives show at the highest dose activity, negative = inhibition, usual class: inhibitors; T. brucei PFK, ADP-Glo luminescence;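 further: potency means the concentration at half of the fitted maximal effect; 0% = uninhibited 1x PFK enzyme wells and -100% = no-enzyme wells; nearly all actives have a fitted effect of over 60% in size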
Target sequence (O15648 whole entry, looked up): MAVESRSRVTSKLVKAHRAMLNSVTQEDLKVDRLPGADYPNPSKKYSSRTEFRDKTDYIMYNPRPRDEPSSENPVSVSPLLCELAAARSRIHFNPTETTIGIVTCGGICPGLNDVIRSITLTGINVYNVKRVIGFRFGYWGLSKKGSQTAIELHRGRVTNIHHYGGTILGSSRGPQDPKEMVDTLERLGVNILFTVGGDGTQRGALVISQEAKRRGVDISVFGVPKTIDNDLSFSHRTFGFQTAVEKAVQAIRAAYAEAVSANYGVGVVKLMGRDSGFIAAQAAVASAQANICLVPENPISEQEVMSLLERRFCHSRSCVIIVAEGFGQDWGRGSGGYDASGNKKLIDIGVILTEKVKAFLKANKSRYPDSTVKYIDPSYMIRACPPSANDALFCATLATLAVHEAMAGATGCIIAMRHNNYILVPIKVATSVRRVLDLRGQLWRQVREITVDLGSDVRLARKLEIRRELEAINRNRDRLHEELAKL
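1.25 nM PFK with 0.5 mM F6P and 0.1 mM ATP in 0.1 M TEA pH 8.0, 5 mM MgCl2, incubated 45 min at room temperature; ADP measured by ADP-Glo luminescence; compounds titrated up to 57 uM.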
Giardia kill: Small Molecules that selectively kill Giardia lamblia: qHTS. Giardia lamblia trophozoite viability. activity change, % at 7.66 µM, hits read low. actives 0.15% (n = 340,000). AID 540267, 2011; in the data active means activity change below about -80%; inconclusive means between about -30% and that limit;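 further: parasites exposed to compound for two days anaerobically before the ATP read; on the % scale 0 is the no-effect control and ±100 the full control effect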
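ATP-content bioluminescence gauges trophozoite survival. Cells (100/well) receive compound and incubate anaerobically for 48 hrs at 37 deg C; detection reagent follows for 15-30 min at room temperature.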
CXXC DNA block: qHTS Fluorescence Polarization Assay for Inhibitors of MLL CXXC domain - DNA interaction; Histone-lysine N-methyltransferase 2A (Homo sapiens), Q03164; MLL-CXXC / FITC-HOXA9 DNA fluorescence polarization; Potency, µM (titrated, usually from 115 µM), inactives show top-dose activity change, negative = inhibition, hits mostly inhibitors; actives 0.037% (n = 290,000); active means well fitted inhibition curve with a large enough effect in the polarisation, with a control signal flat, not every such curve was filed as active; inconclusive means small, poorly fitted or top-dose-only effect, or effect the other way, or a change in a side signal; inactive means no such curve, though single readings can be large or run the other way; the % refers to the polarisation; further: potency means the concentration at half of the fitted maximal effect
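Fluorescence polarization: 7 uM MLL-CXXC (stock) preincubated 5 min with compounds, then 50 nM fluorescein-HOX-A9 DNA (stock) added; 30 min ambient. Buffer 50 mM Tris-HCl pH 7.5, 50 mM NaCl, 1 mM DTT, 0.05% BSA.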
KCNH2 WT inh: qHTS for Inhibitors of KCHN2 3.1: Wildtype qHTS; Voltage-gated inwardly rectifying potassium channel KCNH2 (Homo sapiens), Q12809; actives 0.37% (n = 340,000); activity change, % at 1.84 µM; AID 720551, 2013; U2OS, BacMam KCNH2, thallium flux FluxOr; active compounds read low;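 active means maximum activity change below -70%; inconclusive means maximum activity change between -70% and -50%; inactive means maximum activity change above -50%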; further: on the % scale 0 is the no-effect control and ±100 the full control effect
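U2OS cells were transduced with wild-type KCNH2 virus (2.03 x 10^8 / mL) for 4 h at room temperature, then cultured overnight at 37 C. Thallium flux was read with FluxOr dye. Rate constants were normalized to DMSO controls.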
FBPA coupling cs: qHTS Assay for Inhibitors of Fructose-1,6-bisphosphate Aldolase from Giardia Lamblia: Coupling assay counterscreen; AID 2472, 2010; actives 0.67% (n = 290,000); coupling enzyme system counterscreen, AmpLite Red fluorescence; activity change, negative = inhibition, % at 58.2 µM, hits read low; in the data active means activity change below about -30%; further: on the % scale 0 is the no-effect control and ±100 the full control effect
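Final compound at 57.5 uM, incubated 10 min at RT with coupling enzyme reagent (glyceraldehyde-3-phosphate), then 20 min with substrate and AmpLite Red detection. Fluorescence read at 525/598 nm; tests interference with the coupling assay, not aldolase inhibition.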
TCR act: Activators of T cell receptors: qHTS campaign | primary human leukocytes, anti-CD3, IL-2 HTRF, 48 h | Potency, µM (doses to about 9.22 µM), inactives show at the highest dose activation of IL-2 secretion, hits mostly activators | 330,000 tested, under 10 active | AID 504894, 2011; further: % of control where 0% means no effect
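IL-2 produced over 48 hr by a-CD3 bead-stimulated primary human leukocytes exposed to compounds was detected with a homogeneous time-resolved FRET immunoassay, 665nm acceptor signal after 320nm excitation.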
A-T KAP1 phos: qHTS Assay for Identifying a Potential Treatment of Ataxia-Telangiectasia. […] A-T fibroblasts, KAP-1 phosphorylation AlphaLISA; neocarzinostatin DNA damage 30 min before lysis. Potency, µM (titrated, usually from 57.5 µM), without a hit: at the highest dose activation, usual class: activators. actives 0.19% (n = 320,000); further: potency means the concentration at half of the fitted maximal effect; % of control where 0% means no effect; nearly all actives have a fitted effect of over 45% in size
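hTERT-immortalized A-T patient fibroblasts ([…]), 500 cells/well in OPTI-MEM, 1% FBS, got compounds for 60 min, then NCS for 30 min at 37C. Lysates were then assayed for phospho-KAP-1 by AlphaLISA (anti-pKAP1 donor, anti-KAP1 acceptor beads), 6 hr at 25C.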
* hit, by the source's call; ? = inconclusive; . = not tested or not shown; & = joins results of further samples; [ ] = dose if it differs, or a comment. Unless noted, the call rests on the fitted dose curve; in most records, active means well fitted curve in the direction sought with a large enough effect; inconclusive means small, poorly fitted or top-dose-only effect, or another doubt; inactive means no such curve, though single readings can be large; an effect the other way counts as inactive or inconclusive. Hits appear at their usual frequency. Share with any hit: about 1.6%.

SMILES | GALK inhibitor | BCR signal inh | TSHR antag | Tb PFK block | Giardia kill | CXXC DNA block | KCNH2 WT inh | FBPA coupling cs | TCR act | A-T KAP1 phos
Fc1ccc(NC(=S)NN2CCOCC2)cc1Cl | 1% | 3% | 5 | 0% | -13 | ? | -2 | -1 | -3%[46.1 µM] | -30%
C#Cc1ccc([C@@H]2C=C(C(=O)NCc3ccccc3)O[C@H](OCc3ccc(CO)cc3)C2)cc1 | -1% | -2% | 5 | 1% | -15 | -8% | -2 | 2 | 11% | 26%
CCOc1ccc(N2C(=O)CC(NC3CCCCNC3=O)C2=O)cc1 (stereo not drawn) | 0% | 2% | 4 | 11% | -14 | -2% | -7 | -1 | 4%[46.1 µM] | .
CC1CN(C(=O)CCC(=O)N2CCN(c3cccc(C(F)(F)F)c3)CC2)c2ccccc2O1 (stereo not drawn) | -2% | -13% | -25 | -1% | -5 | 7% | -2 | . | 3% | 0%
Nc1c(Cl)ncnc1N/N=C/c1cccnc1 | . | 10% | -4 | 0% | -18 | 0% | 3 | 0 | 2% | 5%
C/C(=N\Nc1nc(N2CCOCC2)nc(N2CCOCC2)n1)c1cccs1 | 0% | -8% | -2 | -1% | 13 | 4% | -1 | 0 | 3% | 5%
CCOC(=O)C1(Cc2ccccc2Cl)CCN(C(=O)c2cnccn2)CC1 | -4% | 0% | 13 | 8% | 12 | -9% | 4 | 0 | -1% | -4%
CN1C(=O)C(C)(C)c2cc(S(=O)(=O)NCC3CCC(C(=O)NCc4ccccc4)CC3)ccc21 (stereo not drawn) | . | 12% | -2 | 0% | -13 | -1% | 16 | -1 | -2% | -5%
O=C(Cc1n[nH]c(=O)c2ccccc12)Nc1cccc(S(=O)(=O)N2CCCCCC2)c1 | . | ? | -18 | -4% | 16 | . | 13 | . | 0% | -12%
C=CCn1c(/N=C/c2ccc(OC)cc2)nc2ccccc21 | -3% | 1% | 0 | ? | 25 | 6% | -3 | -2 | -3% | -3%
O=C(Nc1ccc(N2CCOCC2)cc1)c1ccc([N+](=O)[O-])cc1 | 0% | ? | -10 | -2% | -22 | 3% | 3 | -5 | 4% | -4%
CN(c1ccc(C(=O)Nc2ccccc2C(=O)N2CCCC2)cc1)S(C)(=O)=O | -1% | . | . | . | -12 | 1% | -26 | 1 | 3% | .
COc1ccc(OC)c(C2=NOC(C(=O)NCc3cccs3)C2)c1 (stereo not drawn) | 0% | ? | 0 | -4% | 17 | -1% | -6 | 2 | 2% | 3%
CC(C)C[C@H]1CN=C(N(C)C)N1CCc1cccc(F)c1 | . | 0% | 7 | -4% | -24 | . | 9 | . | 0% | 1%
Cn1cccc1CNCc1ccc(F)cc1 | 1% | -3% | -2 | 1% | 13 | 3% | 9 | 0 | 11%[46.1 µM] | -1%
O=C(O)CCCNc1ccc(S(=O)(=O)N2CCCCC2)cc1 | -1% | 4% | -7 | 11% | 23 | 0% | 2 | 5 | -2% | -1%[11.5 µM]
COC(C(=O)NCc1ccc(C)cc1)c1ccccc1 (stereo not drawn) | 3% | 4% | 16 | -15% | 7 | -4% | -13 | -4 | -1% | 13%
CC(=O)NCCCNS(=O)(=O)c1ccc(C)cc1 | 0% | -2% | -1 | 0% | -20 | -8% | . | -3 | 6% | 0%
Cc1cc(C(=O)OCC(=O)c2ccc(Br)s2)no1 | 4% | 4% | 34 | 0% | -5 | 12% | 1 | 2 | . | -18%
O=C(Nc1nncs1)C1CC(=O)N(C2CCCC2)C1 (stereo not drawn) | -2% | 7% | 9 | -1% | 3 | 12% | 6 | 3 | 1% | 0%
O=C(N/C(=C\c1cccs1)C(=O)N1CCCCCC1)c1ccccc1 | -1% | -1% | 54 | 0% | -8 | 7% | -12 | 6 | -2% | 2%
COc1ccc(CC(NC(C)=O)C(=O)NC2CCN(c3nc(C)cc(C)c3C#N)CC2)c(OC)c1 (stereo not drawn) | 0% | ? | 3 | -3% | 16 | -3% | -2 | -2 | 4% | 13%
COC(=O)c1cccc(NC(=O)c2onc3c2CCCC3)c1 | 3% | ? | 4 | -2% | -12 | -2% | -4 | 1 | -2%[46.1 µM] | 24%
Cn1c(SCC(=O)NC2CCCC2)nnc1C(F)(F)F | . | 0% | 0 | -3% | -11 | . | 1 | . | -1% | 1%
Cn1c(SCC(=O)NCC2COc3ccccc3O2)nnc1C(F)(F)F (stereo not drawn) | . | 4% | -14 | 6% | 6 | . | -4 | . | -1%[46.1 µM] | 5%
NS(=O)(=O)c1ccc(NC(=O)COC(=O)Cn2cnc3ccccc3c2=O)cc1 | . | 1% | -9 | 2% | -4 | . | -8 | . | -8% | 30%
CC1OC(O[C@H]2CC[C@]3(C)C4C=C[C@]56OC[C@@]7(CC[C@@H](C)[C@H](C)C75)[C@H](O)C[C@@]6(C)[C@]4(C)CC[C@H]3C2(C)C)C(OC2OC(CO)C(O)C(O)C2OC2OCC(O)C(O)C2O)C(O)C1O (stereo partly drawn) | -1% | ? | -1 | 3% | . | -4% | . | 0 | . | 3%
COc1ccc(C(CNC(=O)c2cc3ccccc3cc2O)N2CCOCC2)cc1 (stereo not drawn) | . | -1% | -10 | 0% | 8 | . | 5 | . | -4% | 0%
Nc1ccc(CCn2ccnc2)cc1 | 0% | 0% | 6 | 3% | -22 | 2% | 5 | 1 | -6% | 0%
COc1ccc(C(=O)OCC(=O)NC2CC2)cc1S(=O)(=O)N1CCOCC1 | 0% | -15% | 27 | 1% | 10 | 2% | -9 | -2 | -4% | 2%
O=C1CC(NS(=O)(=O)c2ccc([N+](=O)[O-])cc2)CN1c1cccc(F)c1 (stereo not drawn) | . | 1% | -6 | -3% | -14 | . | 4 | . | -5% | 8%
Cc1noc(C)c1C(=O)NNc1ccc(C(C)C)cc1 | . | 6% | -3 | 1% | -9 | -3% | -1 | 2 | -4% | 4%
O=C(CN1C(=O)c2ccc([N+](=O)[O-])cc2C1=O)Nc1nnc(C2CC2)s1 | . | 2% | -3 | -1% | 5 | . | -16 | . | -3%[46.1 µM] | 7%
N=C(N)SCCc1cnc[nH]1 | . | 2% | -6&16 | -2% | 0 | -1% | -7 | 6 | 9% | -17%
CCOc1ccccc1CNC(CC)CO (stereo not drawn) | 2% | -1% | -4 | -2% | -10 | 6% | -3 | -1 | -83% | 6%
O=C(NNS(=O)(=O)c1ccccc1[N+](=O)[O-])c1ccccc1Cl | -1% | -20% | -2 | -4% | 6 | -1% | 1 | 0 | 5% | 4%
Cc1c(C(=O)Nc2cc(F)ccc2F)sc2nc3n(c(=O)c12)CCCCC3 | 4% | 7% | 25 | -13% | -20 | -2% | -3 | . | 0% | 10%
O=C(CSCC(=O)N1CCCCC1)Nc1nc(-c2ccc(Cl)s2)cs1 | 1% | 4% | -21 | -3% | 11 | -2% | -4 | 0 | -1% | 10%
C/C(=N\Nc1ccccc1C)c1cccnc1 | . | 0% | 1 | 1% | -6 | 10% | 2 | -1 | 1% | -9%
Cc1ccc(Cl)cc1NC(=O)C1CCCCC1C(=O)O (stereo not drawn) | 11% | 5% | -4 | 0% | -2 | -19% | ? | 0 | 3% | 3%
Cc1ccnc(NS(=O)(=O)c2ccc(NC(=O)/C=C/c3cccs3)cc2)n1 | 0% | -13% | -2 | 1% | 23 | -3% | -4 | 4 | -2% | -1%
O=C(NCCC1CCCCN1S(=O)(=O)c1ccccc1)C(=O)NCc1ccc(F)cc1 (stereo not drawn) | . | 15% | 8 | -17% | 40[activator] | . | -10 | . | 8% | 3%
Cc1cc(C)n(-c2cc(Cl)ccc2[N+](=O)[O-])n1 | 1% | 1% | -15 | -1% | 6 | 3% | -1 | -8 | -5% | 11%
COc1ccccc1OCc1cc(C(=O)N2CC3C[C@@H]4CC2C[C@H](C3)C4)no1 | 1% | ? | -5 | -4% | -2 | 0% | -4 | . | -1% | 1%
